Screening results: PubChem, National Center for Advancing Translational Sciences (NCATS)
TGFb SMAD3 inh = TGF-b pathway inhibition; hit rate 1.2% among 410,000; Potency, µM (highest dose often 46.1 µM), inactives show top-dose activity, negative = inhibition, most hits filed as inhibitors; HepG2 CAGA-GFP TGF-b/SMAD3 reporter, GFP fluorescence, 18 h; TGF-beta stimulated, 500 pg/mL final; further: potency means the concentration at half of the fitted maximal effect; on the % scale 0 is the no-effect control and ±100 the full control effect; nearly all actives have a fitted effect of over 65% in size
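Inhibition was scored as loss of TGF-beta-induced (500 pg/mL final, 18 hours, 37 degrees C) GFP in HEPG2 cells carrying a CAGA-GFP reporter, in DMEM with 1% FBS. Well GFP was summed per cell; Activity was normalised to unstimulated and stimulated DMSO wells, then concentration-response fitting.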
Mm-Cpn inhibitor = inhibitors of Methanococcus maripaludis chaperonin (MmCpn); Potency, µM (top dose mostly 76.9 µM), for inactives: top-dose activity, negative = inhibition, usual class: inhibitors; purified Mm-Cpn ATPase, ADP Transcreener TR-FRET; hit rate 0.031% among 330,000; further: potency means the concentration at half of the fitted maximal effect; on the % scale 0 is the no-effect control and ±100 the full control effect; nearly all actives have a fitted effect of over 80% in size
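Quantitative HTS used 25 nM Mm-CPN and 10 uM ATP in magnesium/KCl Tris buffer, pH 7.4, with 1 mM DTT. Hydrolysis ran 30 min at 37°C; ADP was read by HTRF.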
Nrf2 block = blocks Nrf2 signaling | A549 ARE-Fluc reporter, luciferase luminescence, 18-24 h | Potency, µM (highest dose often 46 µM), for inactives: at the highest dose activity change, negative = inhibition, most hits filed as inhibitors | hit rate 2.1% among 360,000 | AID 504444; further: potency means the concentration at half of the fitted maximal effect; on the % scale 0 is the no-effect control and ±100 the full control effect; nearly all actives have a fitted effect of over 60% in size
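Nrf2 activity is the BugLite luminescence, read 15 min after reagent at room temperature, following CellTiter-Fluor cytotoxicity readout (30 min, 37C). Compound titrations were applied for 18-24 h to 5000 A549 ARE_Fluc cells/well in 5% FBS OPTI-MEM.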
HepG2 viability = HepG2 cytotoxicity, counter-screen for TGF-b inhibitors; HepG2 CAGA-GFP viability, ATP luminescence, 18 h; Potency, µM (doses to about 46.1 µM), without a hit: at the highest dose activity change, negative = cytotoxicity, most hits filed as cytotoxic; hit rate 0.76% among 410,000; further: potency means the concentration at half of the fitted maximal effect; some results filed as inactive show a strong effect at the top dose
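CellTiter-Glo luminescence gave cytotoxicity after 18 hours at 37 degrees C. The cells were HepG2 CAGA-GFP in 1% FBS DMEM, stimulated with 500 pg/mL TGF-beta after compound addition. %Activity was normalised to no-cell wells (complete cell-killing) and DMSO (no toxicity), and curves were fitted and classified.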
Akt phos inh = blocks phosphorylation of Akt; hit rate 0.32% among 360,000; activity change, % for hits at 50 µM; Neuro2A IGF-stimulated pAkt S473 HTRF, 20 min; hits give low values; in the data active means activity change below about -80%; inconclusive means mostly about -51% to -80%; further: on the % scale 0 is the no-effect control and ±100 the full control effect
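Single-point screen (50 µM final compound) in Neuro2A cells stimulated 20 min with 6 nM IGF at 37 deg C. After lysis, Ser473-phosphorylated Akt read by HTRF (ex 330 nm, em 615/665 nm) as the 665/615 ratio.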
A549 tox = kills or reduces viability of A549 cells in Nrf2 counter-screen | Potency, µM (doses to about 46 µM), for inactives: top-dose activity change, negative = cytotoxicity, actives largely listed as inhibitors | A549 ARE-Fluc cells, CellTiter-Fluor viability, 18-24 h | hit rate 0.16% among 390,000; further: potency means the concentration at half of the fitted maximal effect; on the % scale 0 is the no-effect control and ±100 the full control effect
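Cytotoxicity counterscreen: CellTiter-Fluor fluorescence was measured in A549 ARE_Fluc cells after 18-24 h of compound exposure in a concentration series. The subsequent BugLite luminescent read reports ARE-luciferase activity.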
Nrf2 ARE act = activates Nrf2 signaling | AREc32 ARE-luciferase reporter (MCF7-derived line), luminescence, 24 h | Potency, µM (series often up to 46.1 µM), for inactives: at the top dose activation, most hits filed as activators | hit rate 0.31% among 410,000 | AID 624171; further: potency means the concentration at half of the fitted maximal effect; % of control where 0% means no effect; nearly all actives have a fitted effect of over 65% in size
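Nrf2 activation is followed as ARE-luciferase induction in the AREc32 line after one day of compound treatment; luminescence is read with Steady-Glo.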
CCT modulator = changes cytosolic chaperonin activity. hit rate 0.3% among 360,000. activity change, % (no concentration beside the values), hits read low. AID 651819. purified chaperonin ATPase assay, HTRF ADP detection, 30 min; in the data active means activity change below about -30%; further: on the % scale 0 is the no-effect control and ±100 the full control effect
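ATPase activity: ADP formed was measured by HTRF Transcreener (665/615 nm ratio) after 30 min at 37 deg C with 10 uM ATP. Compounds screened at one 76 uM concentration against 40 or 20 nM TRiC in Tris pH 7.4/KCl/MgCl2/DTT buffer.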
Abeta yeast res = restores growth of yeast expressing A-beta42 peptide; yeast expressing A-beta42, growth rescue, OD600, 48 h; response scale: 0% DMSO, 100% iron-clioquinol control; Potency, µM (highest dose often 46.1 µM), inactives show top-dose growth rescue, hits mostly activators; hit rate 0.063% among 410,000; AID 1347071; further: potency means the concentration at half of the fitted maximal effect; nearly all actives have a fitted effect of over 55% in size
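Growth rescue measured by 600 nm absorbance after 48 h yeast culture at 30 C with compound. Values normalized between DMSO and an equimolar ferric chloride plus clioquinol control.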
* marks the source's active call; other numbers are inactive results; i = inactive; ? = inconclusive; · = no result given; & = joins results of further samples; [ ] = another dose, or the depositor's remark. Unless noted, the call rests on the fitted dose curve; in most records, active means well fitted curve in the direction sought with a large enough effect; inconclusive means small, poorly fitted or top-dose-only effect, or another doubt; inactive means no such curve, though single readings can be large; an effect the other way counts as inactive or inconclusive.

SMILES	TGFb SMAD3 inh	Mm-Cpn inhibitor	Nrf2 block	HepG2 viability	Akt phos inh	A549 tox	Nrf2 ARE act	CCT modulator	Abeta yeast res
Cc1ccc(N(C(=O)Cn2nnc3ccccc32)C(C(=O)NCc2ccco2)c2cccnc2)cc1 (stereo not drawn)	-3%	-2%	·	4%	i	-3%	3.7%	-1.8	21%
CCOC(=O)N1CCN(C(=S)Nc2cc(S(=O)(=O)N3CCOCC3)ccc2Cl)CC1	1%	0%	22%	-16%	i	0%	-0.9%	-1.1	19%
CC(CCc1ccccc1)N1CCN(Cc2ccccc2)CC1 (stereo not drawn)	6%	-1%	0%	7%	i	-2%	-0.4%	-2.0	11%
CCc1sc(C(=O)NCCc2ccc(S(N)(=O)=O)cc2)cc1Br	-2%	-1%	-21%	-7%	i	9%	3.1%	0.1	12%
CCCCc1ccc(NC(=O)CSc2nc(=O)[nH]c3c2CCCC3)cc1	-4%	·	·	-1%	·	-12%	-0.6%	·	-3%
Cc1ccc(S(=O)(=O)N2CCOC23CCN(S(=O)(=O)c2c(C)cc(C)cc2C)CC3)cc1	-17%	-1%	?	0%	i	-12%	2.8%	5.3	1%
CCCCN1C(=O)C(O)=C(C(C)=O)C1c1ccc(OC)cc1OC (stereo not drawn)	-1%	2%	-10%	1%	i	0%	-0.5%	-5.5	5%
O=C(Cn1nnc2ccccc21)N/N=C\C=C\c1ccccc1	-15%	-7%	13%	2%	i	-3%	2.8%	0.0	1%
COc1cccc(NC(=O)CN(C)C(=O)CC(NC(=O)c2ccccc2Cl)c2ccccc2)c1 (stereo not drawn)	10%	0%	-6%	7%	i	-5%	0.2%	-0.9	10%
COc1cccc(-n2c(SCC(N)=O)nc3ccccc3c2=O)c1	-18%	3%	-17%	-19%	i	-13%	2.7%	-1.4	3%
CCOC(=O)c1cnc2c(C)cccc2c1NCc1ccco1	-3%	-3%	?	-2%	i	-17%	2.6%	-4.7	-10%
O=C(COC(=O)c1ccc(F)c(S(=O)(=O)N2CCOCC2)c1)c1ccc(Cl)cc1	0%	-4%	-19%	1%	i	-6%	-0.6%	-1.8	-13%
O=C(O)c1cccc(CN2C(=O)c3ccccc3C2=O)c1	0%	-2%	3%	3%	i	9%	-0.4%	0.4	-5%
CCn1nnc(NC(=O)c2c(OC)cccc2OC)n1	-12%	2%	6%	0%	i	2%	-0.7%	-0.4	8%
O=C(c1cccc(S(=O)(=O)NCc2ccccc2)c1)N1CCN(Cc2ccccc2)CC1	0%	1%	·	5%	i	0%	-0.3%	-1.3	21%
CCc1nc2ccc(C(=O)Nc3cccc(NS(C)(=O)=O)c3)cn2c1N(C)CCCc1ccccc1	?	·	·	-7%	i	·	3.5%	3.0	3%
CC(=O)Nc1ccc(S(=O)(=O)Nc2ccc(S(=O)(=O)Nc3nccs3)cc2)cc1	-1%	3%	2%	-3%	i	2%	-0.9%	0.5	4%
CCCCn1c(N)c(N(CCOC)C(=O)c2cc3c(s2)CCC(C)C3)c(=O)[nH]c1=O (stereo not drawn)	-10%	?	-5%	-2%	i	-9%	0.1%	-5.9	7%
CCCn1nc(NC(=O)C2CCCO2)c2cc3ccc(C)cc3nc21 (stereo not drawn)	-16%	-2%	?	-4%	i	-7%	0.3%	-1.9	-16%
CCOC(=O)/C=C1\SC(C)C(=O)N1CC(=O)N(CCC#N)c1ccccc1 (stereo not drawn)	0%	4%	-5%	-23%	i	-1%	1.4%	-1.2	-16%
C[C@H](N)c1nnc(SCC(=O)N(C)C)o1	?	1%	4%	1%	i	2%	0.3%	0.7	-11%
Cc1cccc([C@@H]2[C@@H]3C(=O)N(Cc4ccccc4)C(=O)[C@@H]3[C@]3(Cc4ccccc4)C(=O)N(c4cccc(F)c4)C(=O)N23)c1	3%	-1%	?	-10%	i	1%	-0.4%	-1.4	-7%
Cc1ccc2nc(CN3CCN(C(=O)Nc4cccc(C)c4C)CC3)oc2c1	?	·	·	-12%	·	2%	5.0%	·	1%
CC(C)CC[n+]1ccccc1/C=C/c1ccc(N(C)C)cc1	33%	-7%	7.3µM*	-22%	i	?	2.8%	3.1	-16%
O=C(NCCc1ccc(Cl)cc1)C1CCCN(S(=O)(=O)N2CCCCCC2)C1 (stereo not drawn)	?	1%	11%	-10%	·	3%	-0.4%	-0.2	9%
N#Cc1nc(-c2ccccc2Cl)oc1N1CCCCC1	-19%	-3%	?	-15%	i	10%	4.0%	-0.6	6%
O=C1CCN(CCc2ccccc2)CCN1CCO	2%&37%	-2%	8%	8%&24%	i	0%	0.4%	-1.0	11%
COc1cc(NC(=O)CN2C(=O)NC(CC(C)C)C2=O)cc(OC)c1OC (stereo not drawn)	16%	-1%	3%	4%	i	5%	0.0%	-0.3	15%
CCCC1(CCC)NC(=O)N(CC(=O)Nc2cccc(OC)c2)C1=O	-2%	0%	6%	3%	i	13%	-0.4%	-0.3	-16%
Fc1ccc(-c2n[nH]c(=S)c3ccccc23)cc1	4%	-3%	-16%	-5%	i	0%	-0.4%	-2.6	13%
CCOC(=O)c1cc(NC(=O)c2c(C)noc2C)cc(C(=O)OCC)c1	-2%	1%	·	-10%	i	-3%	0.2%	-2.0	-3%
COc1cc(NC(=O)c2ccccc2[N+](=O)[O-])ccc1NC(=O)C(C)C	-22%	1%	11%	5%	i	5%	-0.1%	2.0	1%
Cc1cc(S(=O)(=O)n2[nH]c(=O)c(CCO)c2C)c(Cl)cc1Cl	-3%	1%	-36%	-49%	i	0%	2.6%	-5.9	-10%
COc1cccc(NC(=O)N2CCCC2C(=O)NC(C)C)c1 (stereo not drawn)	16%	-10%	-10%	3%	i	2%	0.3%	-0.4	3%
Clc1ccccc1CNc1ncnc2nc[nH]c12	-29%&1%&16%	0%	-7%	-27%&-15%&0%	i	0%	-0.6%	-4.1	11%
CCc1ccc(-n2c(C)cc(/C=N/NC(=O)OC)c2C)cc1	?	-1%	-14%	-14%	i	3%	2.8%	1.6	-13%
O=C(CSc1ncnc2sc(-c3ccccc3)cc12)NC1CCS(=O)(=O)C1 (stereo not drawn)	-14%	-1%	?	-5%	i	2%	0.0%	0.1	-2%
CSCCC(NC(=O)c1cccc(C)c1)C(=O)OCN1C(=O)c2ccccc2C1=O (stereo not drawn)	-15%	-2%	9%	2%	i	-3%	0.2%	-3.8	17%
Cc1noc2ncnc(Sc3ccc(Cl)cc3)c12	?	·	·	14µM*	i	0%	?	-0.7	-41%[inhibitor]
CCCCCCCn1c(=O)c(C(=O)OC)c(N)c2ccccc21	13µM*	0%	?	-12%	i	-12%	2.6%	-0.2	-93%[inhibitor]

One compound at a time, from the list above.
`Cc1noc2ncnc(Sc3ccc(Cl)cc3)c12` is listed with TGFb SMAD3 inh: ?; Mm-Cpn inhibitor: ·; Nrf2 block: ·; HepG2 viability: 14µM*; Akt phos inh: i; A549 tox: 0%; Nrf2 ARE act: ?; CCT modulator: -0.7; Abeta yeast res: -41%[inhibitor]
`COc1cc(NC(=O)c2ccccc2[N+](=O)[O-])ccc1NC(=O)C(C)C` is listed with TGFb SMAD3 inh: -22%; Mm-Cpn inhibitor: 1%; Nrf2 block: 11%; HepG2 viability: 5%; Akt phos inh: i; A549 tox: 5%; Nrf2 ARE act: -0.1%; CCT modulator: 2.0; Abeta yeast res: 1%

The list continues:
SMILES	TGFb SMAD3 inh	Mm-Cpn inhibitor	Nrf2 block	HepG2 viability	Akt phos inh	A549 tox	Nrf2 ARE act	CCT modulator	Abeta yeast res
O=C(CSc1ncccn1)NN=C1CCCCCCC1	2%	1%	-2%	-38%	i	-2%	-0.3%	-1.3	-2%
O=C(CCN1C(=O)/C(=C/c2ccccc2Cl)SC1=S)NC1C=CS(=O)(=O)C1 (stereo not drawn)	-10%	1%	-17%	-30%	i	-11%	28%	0.6	0%
Cc1cccc(NC(=O)C(C)Sc2nc3ccccc3c(=O)n2CCCN2CCOCC2)c1 (stereo not drawn)	4%	0%	?	-26%	i	?	0.7%	-3.9	3%
CCOc1ccc(C(=O)CCC(=O)Nc2ccc(C)cn2)cc1	-16%	1%	2%	-1%	i	4%	0.4%	2.3	2%
CCSC1=C(C#N)C(c2ccc(C)s2)CC(=O)N1 (stereo not drawn)	-16%	-6%	-15%	2%	i	-1%	0.2%	0.5	5%
Cn1cccc1CC(=O)NNC(=S)Nc1ccc(Cl)cc1	6%	1%	0%	2%	i	0%	2.9%	-1.5	-8%
COc1cccc(-c2noc(-c3ccc4c(c3)OCO4)n2)c1	1%	-2%	?	-6%	i	0%	2.6%	-2.8	-4%
S=C(NCc1ccco1)N1CCN(c2nc(-c3ccc(Cl)cc3)cs2)CC1	?	-13%	?	-44%	i	-12%	3.0%	-3.5	29%
COC(=O)C1=C(C)N(Cc2ccco2)C(=O)C1	-23%	0%	5%	3%	i	0%	-0.3%	1.8	26%
COc1ccc(N(Cc2cc3cc(C)ccc3[nH]c2=O)C(C)=O)cc1	2%	-2%	2%	-5%	i	-1%	-0.5%	-0.8	-1%
O=C1NC[C@@H](CCCCN2C[C@H](Cc3ccccc3)N(CCc3ccc(O)cc3)C(=O)C2=O)N(Cc2ccccc2)C1=O	·	·	·	·	i	·	-0.4%	-1.0	-9%
O=C(Cc1ccccc1Cl)N1CCN(c2ccccn2)CC1	14%	-1%	-22%	1%	i	-9%	0.1%	-0.7	8%
CN(C)/C=C(\c1cnc(Cl)s1)S(=O)(=O)c1ccccc1	-13%	0%	-17%	-7%	i	0%	-0.6%	0.1	-7%
CCCCN(CCCNC(=S)NCCCc1cnc[nH]1)c1ccc(Br)cn1	?	·	2%	-41%	·	2%	4.9%	·	-7%

Not a hit list; 4.3% or so of the library scored in one or more.
